# From PubChem
# EPAC1 agonist = EPAC1 (human) agonism; AID 720707; EPAC1 agonist qHTS, biochemical assay; response scale: 100% = response to 6.5 mM cAMP; 360,000 compounds, 0.073% hits; Potency, µM (top dose mostly 154 µM), for the others: at the highest dose activation, actives largely listed as activators; further: potency means the concentration at half of the fitted maximal effect; nearly all actives have a fitted effect of over 60% in size
#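 EPAC1 100 nM, Rap1B–BODIPY-GDP 250 nM, unlabeled GDP 50 uM; compound titration; 5 min RT; kinetic read ex480/em540 at 5-min intervals ×30 min; data normalized to 6.5 mM cAMP agonist control.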
# PI5P4Ka inh = inhibitors of human PI5P4K alpha; P48426; 330,000 compounds, 1.2% hits; PI5P4Kalpha enzyme, ADP-Glo luminescence, 60 min; active compounds read low; AID 652105; max response, %; active means max response of -50% or lower; inconclusive means between -30% and -50%; inactive means -30% or higher; further: value at the top dose of about 77 µM; on the % scale 0 is the no-effect control and ±100 the full control effect
#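 Enzyme plus substrate dispensed, test compounds pinned in, then ATP (5 microM final) added. After 60 min at RT, ADP-Glo reagent 1 for 45 min and reagent 2 for 30 min preceded luminescence imaging.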
# EPAC2 agonist = EPAC2 (human) agonism | 360,000 compounds, 0.079% hits | Q8WZA2 | EPAC2 activation, biochemical qHTS; response scale: 100% = 6.5 mM cAMP response | AID 720711 | Potency, µM (titrated, usually from 154 µM), without a hit: at the highest dose activation, hits mostly activators; further: potency means the concentration at half of the fitted maximal effect; nearly all actives have a fitted effect of over 50% in size
#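 Readout is BODIPY fluorescence (480 nm excitation, 540 nm emission), which falls as labeled GDP is exchanged off Rap1B. EPAC2 at 100 nM acted on 250 nM RAP1B-BODIPY-GDP with 50 uM GDP present.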
# PLK1 PBD inh = PLK1 (human) polo-box domain binding inhibition. P53350. Plk1 PBD binding of FITC phosphopeptide, fluorescence polarization. Potency, µM, inactives show max response, negative = inhibition, actives largely listed as inhibitors. 360,000 compounds, 2.8% hits. AID 720504; further: potency means the concentration at half of the fitted maximal effect; series mostly up to about 57 µM; on the % scale 0 is the no-effect control and ±100 the full control effect; nearly all actives have a fitted effect of over 65% in size
# EPAC1 antag = EPAC1 (human) antagonism; Potency, µM (highest dose often 115 µM), for the others: at the highest dose activity change, negative = inhibition, hits mostly inhibitors; EPAC1 GEF assay, Rap1b-BODIPY-GDP exchange fluorescence; 360,000 compounds, 0.14% hits; O95398;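 further: potency means the concentration at half of the fitted maximal effect; plate controls were vehicle for no effect and positive control for full effect; nearly all actives have a fitted effect of over 50% in size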
# CCT modulator = cytosolic chaperonin activity modulation. activity change, % (no concentration beside the values), hits read low. purified chaperonin ATPase assay, HTRF ADP detection, 30 min. 360,000 compounds, 0.3% hits; in the data active means activity change below about -30%; further: on the % scale 0 is the no-effect control and ±100 the full control effect
#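 First, chaperonin was dispensed at 40 nM or 20 nM final depending on batch activity. Next, compounds were pinned at 76 uM and ATP added at 10 uM. After 30 min at 37 °C, ADP detection reagents ran 30 min at ambient temperature.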
# IL-2 act = IL-2 activation. 360,000 compounds, 0.065% hits. AID 652025. activation, % (series mostly up to about 46 µM). IL-2 activation reporter assay, cell-based qHTS; stimulated with anti-CD3/CD4/CD28 beads; in transgenic mouse T cells; in the data active means activation above about 50%; inconclusive means mostly about 30% to 49%; further: 0% is about no effect
#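 EGFP and DsRed fluorescence is measured by plate cytometry in unstimulated transgenic mouse T cells exposed to compound for 60 minutes, then stimulated 18 hours at 37 degrees C with anti-CD3/anti-CD4 beads plus anti-CD28.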
# WRN helicase inh = blocks human WRN helicase; WRN helicase unwinding, fluorescent forked duplex, kinetic; Q14191; Potency, µM (titrated, usually from 114 µM), without a hit: top-dose activity change, negative = inhibition, most hits filed as inhibitors; 360,000 compounds, 0.46% hits; AID 651768; further: potency means the concentration at half of the fitted maximal effect; on the % scale 0 is the no-effect control and ±100 the full control effect; nearly all actives have a fitted effect of over 55% in size
# Target sequence (Q14191 whole entry, looked up): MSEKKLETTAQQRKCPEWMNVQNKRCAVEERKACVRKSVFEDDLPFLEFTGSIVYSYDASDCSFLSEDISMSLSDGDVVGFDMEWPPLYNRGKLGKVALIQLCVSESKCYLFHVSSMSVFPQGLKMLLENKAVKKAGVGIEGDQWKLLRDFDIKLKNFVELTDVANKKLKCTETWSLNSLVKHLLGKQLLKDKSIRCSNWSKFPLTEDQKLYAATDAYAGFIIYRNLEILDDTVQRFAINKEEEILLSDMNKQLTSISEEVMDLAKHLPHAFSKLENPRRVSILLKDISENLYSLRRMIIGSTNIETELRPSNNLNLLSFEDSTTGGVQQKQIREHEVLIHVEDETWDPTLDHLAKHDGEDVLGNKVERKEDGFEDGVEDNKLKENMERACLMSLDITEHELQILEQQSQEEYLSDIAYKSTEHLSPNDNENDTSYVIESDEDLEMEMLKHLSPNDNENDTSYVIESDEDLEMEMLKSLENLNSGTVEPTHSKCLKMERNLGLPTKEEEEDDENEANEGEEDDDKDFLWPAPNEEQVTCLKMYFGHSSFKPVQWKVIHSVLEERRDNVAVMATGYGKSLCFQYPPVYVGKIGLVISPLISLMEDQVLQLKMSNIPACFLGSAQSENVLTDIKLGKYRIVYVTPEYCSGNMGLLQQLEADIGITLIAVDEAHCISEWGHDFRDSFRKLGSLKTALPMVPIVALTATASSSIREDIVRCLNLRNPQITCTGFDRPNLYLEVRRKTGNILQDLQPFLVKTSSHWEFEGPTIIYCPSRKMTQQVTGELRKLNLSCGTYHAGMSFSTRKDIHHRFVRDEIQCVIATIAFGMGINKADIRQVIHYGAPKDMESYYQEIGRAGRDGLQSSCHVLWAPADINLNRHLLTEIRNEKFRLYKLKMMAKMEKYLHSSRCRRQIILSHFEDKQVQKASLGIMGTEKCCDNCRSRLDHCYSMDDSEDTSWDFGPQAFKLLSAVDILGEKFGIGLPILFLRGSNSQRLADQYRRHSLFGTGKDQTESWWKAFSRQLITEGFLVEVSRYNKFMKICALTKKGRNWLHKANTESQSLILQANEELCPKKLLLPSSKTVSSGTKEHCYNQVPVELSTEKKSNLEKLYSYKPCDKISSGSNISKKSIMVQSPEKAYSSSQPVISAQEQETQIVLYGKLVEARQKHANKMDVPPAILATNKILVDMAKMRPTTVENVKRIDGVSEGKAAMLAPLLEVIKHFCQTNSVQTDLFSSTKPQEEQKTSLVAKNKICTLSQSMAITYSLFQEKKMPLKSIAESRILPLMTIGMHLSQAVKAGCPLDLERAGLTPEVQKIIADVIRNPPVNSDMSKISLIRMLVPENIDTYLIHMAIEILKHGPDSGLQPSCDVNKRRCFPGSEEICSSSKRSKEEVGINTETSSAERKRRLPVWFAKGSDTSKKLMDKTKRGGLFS
#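 Kinetic red-fluorescence monitoring (525/598 nm) tracks WRN helicase activity after 100 nM fluorophore-quencher forked duplex and 2 mM ATP are added to 20 nM enzyme pretreated 15 min at room temperature with compound.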
# Starred values were filed as active, the others as inactive; ? = inconclusive; / = not tested or not shown; [ ] = dose if it differs, or a comment. Unless noted, the call rests on the fitted dose curve; in most records, active means well fitted curve in the direction sought with a large enough effect; inconclusive means small, poorly fitted or top-dose-only effect, or another doubt; inactive means no such curve, though single readings can be large; an effect the other way counts as inactive or inconclusive. This is a subset; rates above refer to the full screens.
SMILES,EPAC1 agonist,PI5P4Ka inh,EPAC2 agonist,PLK1 PBD inh,EPAC1 antag,CCT modulator,IL-2 act,WRN helicase inh
C#Cc1ccc(NC(=O)C2(C)CCN2C(=O)Cc2ccc(C(C)C)cc2)cc1 (stereo not given),-2%,35,1%,4%,-1%,-1.6,-0.1,-3%
O=C(Nc1ccc(F)c(Cl)c1)c1cncs1,4%,0,2%,-11%,2%,-0.7,-0.4,6%
CC1=Nc2ccccc2N=C(NC(=O)CSc2nnnn2-c2ccccc2)C1c1ccccc1 (stereo not given),19%,-1,12%,-9%,0%,0.9,-0.3,-1%
CCOC(=O)Cc1c(C)nc2cc(-c3ccc(C(C)(C)C)cc3)[nH]n2c1=O,-2%,/,-3%,1%,1%,-2.2,1.1,1%
Cc1sc(N(C(=O)CCc2ccccc2)c2ccc(C(=O)O)cc2)nc1-c1ccccc1,5%,10,-1%,?,-24%,-0.4,2.1,-11%
Cc1nc2c(O)c3c(c(O)c2nc1C)C1C=CC3CC1,4%,5,0%,-9%,4%,-1.8,-0.7,-19%
N#CC1(NC(=O)COC(=O)/C=C/c2ccc3ccccc3n2)CCCCC1,-6%,?,1%,-5%,-9%,-0.6,-3.1,-11%[11.6 µM]
COc1ccc(NC(=O)C(Sc2nnc3ccccn23)c2ccccc2)cc1Cl (stereo not given),7%,0,4%,-18%,-24%,-2.5,-3.9,-14%
CC1CCCN(C(=O)CSc2nc3ccccc3o2)C1 (stereo not given),0%,0,4%,-9%,2%,0.2,-3.1,12%
COc1ccc(NC(=O)c2ccc(COc3ccccc3Br)o2)c(OC)c1,16%,22,13%,-10%,-15%,0.1,-0.1,-6%
COc1ccc(NC(=O)C(c2ccc(Cl)cc2)C(C)C)cn1 (stereo not given),0%,2,20%,-14%,-12%,-0.7,0.9,0%
Cc1ccc(C(=O)NCCc2ccc(S(=O)(=O)N3CCCC3)cc2)cc1,4%,1,5%,4%,7%,-0.5,0.1,6%
CCCSc1nnc(CSc2nc3ccccc3s2)n1-c1ccccc1,21%,/,13%,-8%,0%,-3.4,-2.9,-7%
O=C1c2ccccc2C(c2nnnn2-c2ccc3c(c2)OCCO3)N1Cc1ccc(F)cc1 (stereo not given),2%,4,11%,-3%,18%,-0.5,-0.8,-3%
CCOC(=O)[C@]12CCC=C1N(Cc1ccccc1)C(=O)[C@H](CC(=O)NCCc1ccccc1OC)C2,-7%,-1,6%,-2%,-12%,-6.5,-0.4,5%
CC(C)(C)NC(=O)/C(=C/c1ccccc1F)NC(=O)c1ccc([N+](=O)[O-])cc1,11%,1,3%,-6%,3%,-2.1,-1.7,0%
COc1cccc(CNC(=O)c2ccc(NC(=O)C3=CSCCO3)cc2)c1,5%,-14,10%,-15%,-23%,0.1,-0.4,-11%
CCc1cccc(Oc2nn[nH]n2)c1,5%,/,9%,-3%,5%,-0.5,-0.1,-2%
Cc1noc(NS(=O)(=O)c2ccc(NC(=O)NC(C)(C(F)(F)F)C(F)(F)F)cc2)c1C,-8%,5,-4%,-9%,-15%,0.3,-0.7,-6%
CC(C)CNS(=O)(=O)c1cc(C(=O)O)c(Cl)cc1Cl,5%,3,-2%,-2%,-3%,-3.0,1.2,-1%
COc1ccc(/C=C2\SC(=O)N(CC(=O)N(C)C3CCS(=O)(=O)C3)C2=O)cc1 (stereo not given),6%,0,12%,-19%,-26%,-3.3,-4.1,-5%
CC(=O)Nc1ccc(SCc2c(C)noc2C)cc1,4%,-4,6%,21µM*,-8%,-0.4,3.0,3%
O=C(NC1CC1)c1sc2cc(Cl)ccc2c1Cl,10%,1,-3%,-1%,2%,2.8,-0.9,8%
CC(C)(C)c1ccc(CC(=O)N2CCC2(C)C(=O)NS(=O)(=O)c2ccccc2)cc1 (stereo not given),15%,6,7%,-5%,4%,-1.9,1.3,0%
Cc1cnc(C(=O)Nc2cccc(-c3nnc4n3CCCCC4)c2)cn1,-8%,-7,3%,3%,12%,2.5,0.8,6%

# Next results
SMILES,EPAC1 agonist,PI5P4Ka inh,EPAC2 agonist,PLK1 PBD inh,EPAC1 antag,CCT modulator,IL-2 act,WRN helicase inh
CCOc1cc(C(=O)OCc2cccc(OC)c2OC)ccc1OCC(=O)N1CCOCC1,-10%,0,-1%,-10%,6%,-1.7,-3.1,-1%
CCCCC(=O)N(c1ccc(OC)cc1)C1C=CS(=O)(=O)C1 (stereo not given),5%,/,1%,-8%,10%,0.7,-2.6,-1%
CC(C)[C@H](NC(=O)C1CCCC1)c1nc2ccccc2[nH]1,-12%,-11,5%,-15%,-14%,-2.7,-4.2,-4%
CCc1cc(-c2[nH]ncc2-c2ccc(OC)cc2)c(O)cc1O,6%,-5,7%,1%,-7%,-3.6,-0.6,-5%
O=C(CCCN1C(=O)CCC1=O)Nc1ccc2c(c1)OCO2,0%,-7,9%,-13%,0%,-1.6,0.7,-7%
Cc1cccc(C)c1NC(=O)C1(C)CSCC(=O)N1Cc1cccc(C(F)(F)F)c1 (stereo not given),-8%,1,-4%,-4%,-11%,/,0.0,-5%
OC(COCC1COc2ccccc2O1)CN1CCN(c2ccc(F)cc2)CC1 (stereo not given),-4%,15,-2%,-16%,2%,-4.3,-1.4,-6%
CC12CCC3C(CCC4CC(O)CCC43C)C1CC(O)C2 (stereo not given),-2%,0,5%,-8%,12%,-1.7,-0.6,-5%
Cc1cc(C)c(-c2csc(NC(=O)C3=COCCO3)n2)c(C)c1,6%,6,9%,5%,-12%,1.5,-0.7,-4%
CC(C)COc1ccc(C(=O)Nc2sc3c(c2C(=O)O)CC(C)(C)OC3)cc1,-4%,-24,-7%,?,-3%,0.6,0.7,2%
COc1cc2c(c(OC)c1OC)-c1c(cc(OC)c(OC)c1OC)C[C@](C)(O)[C@@H](C)C2,7%,0,3%,-7%,-10%,-1.8,0.0,-4%
O=C1CC(Sc2ccc(Cl)cc2)C(=O)N1Cc1ccncc1 (stereo not given),4%,2,5%,-24%,-3%,0.0,-0.8,4%
N#CC1=C(c2ccc(-c3ccccc3)cc2)COC1=O,1%,?,18%,?,?,-5.6,-0.7,-2%[57.1 µM]
O=C(Nc1ccccc1)C(=O)Nc1ccccn1,4%,/,4%,-3%,8%,-1.1,0.6,-7%
COC(=O)c1cc2ccccc2oc1=O,0%,/,-1%,0%,?,-1.5,1.8,2%
COc1ccc(C2C(C(=O)N3CCCC3)c3cc(OC)c(OC)cc3C(=O)N2C)cc1 (stereo not given),8%,/,7%,-8%,5%,-1.4,-2.2,2%
COc1cc(C(=O)OCC(=O)Nc2cc(C)on2)ccc1OCc1ccccc1Cl,2%,2,-2%,-6%,24%,-2.7,-3.1,-1%
O=c1[nH]c(CCC2CCCC2)nc2ccccc12,4%,1,0%,-3%,-1%,-5.1,0.4,4%
CCOc1c(OC)cccc1C(=O)NCC1(c2ccccc2)CCCC1,-2%,-3,14%,-10%,-26%,0.4,-1.3,-3%
COc1ccc(-c2nc3ccc([N+](=O)[O-])cc3[nH]2)cc1,5%,-12,6%,-12%,-16%,-3.0,-1.3,?
Cc1ccccc1NS(=O)(=O)c1cc(C(=O)NCc2ccncc2)ccc1Cl,0%,-2,12%,-6%,19%,-0.2,-1.6,-23%
CCOc1ccc(S(=O)(=O)NCCC(=O)N2CCN(c3ncccn3)CC2)cc1,4%,1,-3%,-4%,2%,-0.3,-0.1,-6%
Cn1ccc2c(-c3cccc(C=O)c3)cc3c(c21)C1CCC3C1 (stereo not given),2%,0,4%,?,-7%,-1.0,-0.1,-13%
CN(Cc1nc2ccccc2c(=O)[nH]1)C(=O)c1ccccc1OCc1ccc(Cl)cc1,11%,6,20%,-7%,-27%,1.3,1.4,1%
CC(=O)Nc1ccccc1NC(=O)C/C(C)=N/NC(=O)C(=O)N1CCCCC1,2%,-10,12%,-15%,-6%,-3.8,0.9,3%

# Shown as tab-separated lines: part of the list above.
SMILES	EPAC1 agonist	PI5P4Ka inh	EPAC2 agonist	PLK1 PBD inh	EPAC1 antag	CCT modulator	IL-2 act	WRN helicase inh
Cc1cc(C)c(-c2csc(NC(=O)C3=COCCO3)n2)c(C)c1	6%	6	9%	5%	-12%	1.5	-0.7	-4%
CC(C)COc1ccc(C(=O)Nc2sc3c(c2C(=O)O)CC(C)(C)OC3)cc1	-4%	-24	-7%	?	-3%	0.6	0.7	2%
COc1cc2c(c(OC)c1OC)-c1c(cc(OC)c(OC)c1OC)C[C@](C)(O)[C@@H](C)C2	7%	0	3%	-7%	-10%	-1.8	0.0	-4%
O=C1CC(Sc2ccc(Cl)cc2)C(=O)N1Cc1ccncc1 (stereo not given)	4%	2	5%	-24%	-3%	0.0	-0.8	4%

# Carrying on.
SMILES,EPAC1 agonist,PI5P4Ka inh,EPAC2 agonist,PLK1 PBD inh,EPAC1 antag,CCT modulator,IL-2 act,WRN helicase inh
Cc1c(Cl)cccc1NC(=S)NNc1ncc(C(F)(F)F)cc1Cl,5%,/,7%,-10%,-14%,-9.9,-1.9,-9%
O=C(O)C1CC(=O)N(c2ccc(Br)cc2)C1 (stereo not given),-4%,0,8%,-7%,4%,-1.8,-0.8,1%
COc1cccc(-c2ccc(NC(=O)C3CCCN(Cc4ccc(CO)o4)C3)cc2)c1 (stereo not given),-16%,-8,-5%,1%,-6%,-0.7,-0.6,-4%
CCCCOC(=O)CCc1c(C)n[nH]c1C,7%,-3,11%,-9%,1%,2.7,-1.2,5%
Cc1cccc(Oc2ccc(NS(=O)(=O)c3ccc(C)c(C(=O)O)c3)cc2)c1,6%,3,7%,-3%,3%,-5.4,0.4,2%
COC(=O)c1sc(C(C)(C)C)cc1CSc1ccccc1,13%,24,5%,-7%,-11%,-1.8,1.3,-35%
Cc1cc(Cl)ccc1Oc1nc(-c2ccccc2)ncc1S(C)(=O)=O,12%,2,9%,-5%,5%,-1.8,0.7,1%
Cc1nnsc1Sc1ccccn1,-5%,-1,6%,-7%,-5%,-0.8,-1.7,1%
CN(C)S(=O)(=O)c1cccc(COC(=O)c2cccnc2Cl)c1,3%,-4,9%,-15%,0%,-1.1,-0.4,17%
O=C(c1cc(COc2ccc(F)cc2Cl)on1)N1CCCC(OCc2cccnc2)C1 (stereo not given),-5%,2,-7%,-1%,-8%,-0.1,-2.5,1%
CN1N=C(c2ccc(Cl)cc2)CC(c2ccc(Cl)cc2)C1=O (stereo not given),13%,-2,20%,-8%,-16%,-5.2,-3.1,-6%
COc1ccc(S(N)(=O)=O)cc1C(=O)NCCCN1CCN(c2ccc(C)cc2)CC1,-2%,-1,-13%,-5%,9%,10,-0.6,2%
Cc1ccc(C(=O)N2CCc3ccccc32)cc1,8%,/,8%,-1%,0%,0.5,2.9,52%[activator]
COc1ccc(C(=O)NCc2ccccc2)cc1Br,-10%,-5,1%,1%,5%,-1.6,-0.5,-11%[57.1 µM]
